# Assay outcomes (PubChem)
# NCI-60 one-dose screen, 48 h, at 10 µM unless noted. Numbers give growth in % (100 = growth as untreated, 0 = no growth, -100 = all killed).
# RXF 393 = RXF 393 renal cancer cells; 6.9% of 77,000 active; AID 1794773
# 786-0 = 786-0 renal cancer cells | 5.1% of 81,000 active
# CAKI-1 = CAKI-1 renal cancer; 4.7% of 75,000 active
# NCI-H460 = NCI-H460 lung cancer | AID 1794736 | 6.8% of 82,000 active
# TK-10 = TK-10 renal cancer cells. 3.9% of 81,000 active
# UO-31 = UO-31 renal cancer. 5.2% of 81,000 active
# ACHN = ACHN renal cancer. 4.9% of 81,000 active. AID 1794771
# NCI-H322M = NCI-H322M lung cancer; 2.7% of 80,000 active
# NCI-H522 = NCI-H522 lung cancer | 8% of 78,000 active | AID 1794739
# Starred values were filed as active, the others as inactive; / = not tested or not shown; & = joins results of further samples. The calls were made as follows: active = growth percent below 10; inactive = the rest.
SMILES,RXF 393,786-0,CAKI-1,NCI-H460,TK-10,UO-31,ACHN,NCI-H322M,NCI-H522
Cc1nn(-c2ccccc2)c2nc3c(c(-c4ccc(Cl)cc4)c12)CNC1(N3)C(=O)N(C)c2ccc(Cl)cc21 (stereo not drawn),101,114,91,99,128,76,92,97,93
COC(=O)[C@]12CC[C@@H](C)[C@H](C)[C@H]1C1=CC[C@@H]3[C@@]4(C)C/C(=C/c5ccccc5)C(=O)C(C)(C)[C@@H]4CC[C@@]3(C)[C@]1(C)CC2,124,99,89,110,77,81,104,93,91
COc1ccccc1Cn1cc2c(c1-c1ccccc1)CCCc1cnoc1-2,99,99,65,90,121,70,96,98,97
CCCCOC(=S)SSC(=S)OCCCC,119,112,112,108,150,83,105,117,/
O=c1[nH]c2ccccc2c2c1C(c1ccc(Cl)cc1)c1c(ncn3nc(-c4ccco4)nc13)O2 (stereo not drawn),124,/,97,101,117,82,101,100,98
O=C(O)N/N=C/c1ccccc1Cl,99,90,/,104,107,97,108,104,84
Fc1ccccc1/C=C/c1nn2c(-c3ccncc3)nnc2s1,103,99,94,106,150,89,100,103,100
COc1ccc2nc(C)cc(Nc3ccc(Cl)cc3)c2c1,118,109,101,92,109,91,105,95,105
O=S(=O)(OCCCOS(=O)(=O)c1ccc(Cl)cc1)c1ccc(Cl)cc1,97,102,33,46,100,59,13,94,96
CCCCNS(=O)(=O)c1cc(Nc2ccc(O)c3c2C(=O)c2c([N+](=O)[O-])ccc(O)c2C3=O)ccc1OC,74,103,/,100,/,69,91,105,/
COc1ccc(/C=C(\c2cc(OC)c(OC)c(OC)c2)c2nnc(-c3ccc(OC)cc3)o2)cc1,96,74,77,102,92,54,90,89,91
O=c1c2cc(F)ccc2sc2c(Nc3ccncc3)nc3ccccc3c12,-42*,-80*,82,-77*,79,-83*,28,81,5.6*
O=C(N/N=C/C[C@@H]1[C@@H](/C=C/[C@@H](O)COc2ccccc2)[C@H](O)C[C@@H]1O)c1ccncc1,103,98,/,103,84,91,111,104,61
Cc1ccc(-c2cc3nc4oc(-c5ccccc5)nc4c(=O)n3[nH]2)cc1,96,91,95,91,92,88,103,99,87
c1ccc2sc(N3CCCCC3)nc2c1,115,100,94,105,111,104,111,98,93
CCNCCCn1c2c(c3ccc(Cl)cc3c1=O)C(=O)c1cc(OC)cnc1-2,8.9*,-95*,40,-70*,40,10,8.6*,45,-10*
COc1ccc2[nH]cc(-c3nc(N)nnc3-c3cncc(Br)c3)c2c1,77,80,71,99,104,65,88,95,88
Nc1ccc(C(=O)C(=O)c2ccc(N)cc2)cc1,120,102,87,104,112,91,114,115,100
NCCOc1ccccc1/C=C1\c2ccccc2-c2ccc([N+](=O)[O-])cc21,1.6*,-42*,1.3*,-85*,-1.6*,-7.0*,-74*,51,21
O=C(c1c[nH]c2ccccc12)c1n[nH]c(=S)n1-c1ccc(Cl)cc1,107,108,89,103,115,82,114,100,75
COc1ccc2nc(NC(=O)CSc3nnc(-c4cccnc4Nc4cc(OC)c(OC)c(OC)c4)n3-c3ccccc3)sc2c1,109,98,92,99,107,78,107,91,82
CCN1C(=O)N(CC)C2Nn3c(s/c(=C\c4ccc(C(F)(F)F)cc4)c3=O)=NC21 (stereo not drawn),104,92,82,106,98,73,106,100,78
O=C(Nn1cnc2ccccc21)N1CCCC1,109,80,99,117,113,88,99,87,104
CC(=O)Cc1nsc(NC(=O)c2ccc(COc3ccccc3)o2)n1,92,100,88,102,99,85,94,96,89
C#CC(c1ccccc1)(c1ccccc1)n1ccnc1,103,95,89,103,116,78,103,93,92

# 3 records drawn at random from those above, as already listed:
SMILES,RXF 393,786-0,CAKI-1,NCI-H460,TK-10,UO-31,ACHN,NCI-H322M,NCI-H522
c1ccc2sc(N3CCCCC3)nc2c1,115,100,94,105,111,104,111,98,93
O=C(O)N/N=C/c1ccccc1Cl,99,90,/,104,107,97,108,104,84
CC(=O)Cc1nsc(NC(=O)c2ccc(COc3ccccc3)o2)n1,92,100,88,102,99,85,94,96,89

# (list continues)
SMILES,RXF 393,786-0,CAKI-1,NCI-H460,TK-10,UO-31,ACHN,NCI-H322M,NCI-H522
O=C1CCC(Nc2ccc(Cl)cc2Cl)N1c1ccccc1 (stereo not drawn),116,97,99,110,95,93,104,100,101
COCCc1nn[nH]n1,/,107,95,108,111,98,102,113,97
COC1=CC(c2ccc[nH]2)=N/C1=C\c1[nH]c(C)c(C(=O)CCC(=O)NCCNC(=O)CC[C@H](NC(=O)c2ccc(NCc3cnc4nc(N)[nH]c(=O)c4n3)cc2)C(=O)O)c1C,101,103,93,107,84,88,90,91,82
COC1OCC(O)C(O)C1O (stereo not drawn),106,101,90,104,93,86,111,100,97
O=C(/C=C/c1ccccc1)NO,88,94,/,89,69,67,/,80,51
CSc1nccc(-c2c(-c3ccc(NCCN4CCOCC4)cc3)nc3sccn23)n1,104,102,94,109,120,72,110,88,100
CC1=C(C(=O)Nc2ccccc2)C(c2ccc3c(c2)OCCO3)NC(=O)N1 (stereo not drawn),116,100,96,107,133,87,104,107,104
OC(CCl)Cc1cccc(C(F)(F)F)c1 (stereo not drawn),108,98,/,103,91,96,/,115,86
COc1ccc2occ(C3=C(c4c[nH]c5ccccc45)C(=O)N(O)C3=O)c2c1,107,91,84,95,126,62,95,94,58
Cc1ccc2nc(-c3ccc(N)cc3)sc2c1,87&107,90&108,26,95&92,117&107,59&40,87&88,80&83,74&85
CC(C)C(C(N)=O)c1ccccc1 (stereo not drawn),107,101,93,108,91,90,105,102,99
COc1ccc2c(C3(c4cn(C)c5cc(OC)ccc45)C(=O)Nc4ccc(Br)cc43)cn(C)c2c1,117,96,79,84,153,60,94,85,103
COc1ccc2c(c1)C(=Nc1cc(OC)c(OC)c(OC)c1)C(=O)N2,/,104,122,116,136,47,89,108,90
CN(Cc1ccccc1)C(=O)OCCO,125,102,90,104,104,98,101,100,92
CCC(O)(c1ccccc1)C(C)CN1CCCCC1 (stereo not drawn),96,98,91,106,97,87,105,95,101
CC1N(NC(=O)Nc2ccc(F)cc2)C(=O)c2ccccc2N1C (stereo not drawn),121,101,97,111,101,85,103,105,100
CC(=O)O[C@H]1CO[C@@H]2C(Oc3ccnc(NC4CCN(S(=O)(=O)c5ccc(C)cc5)CC4)n3)CO[C@H]12 (stereo partly drawn),/,100,95,101,100,85,100,95,89
COc1ccc(/C=C2\COc3ccc(O)cc3C2=O)c(OC)c1OC,111,88,68,85,109,71,80,96,56
CCC(c1cccc(O)c1)C(CC)c1cccc(O)c1 (stereo not drawn),80,75,66,59,80,64,75,60,56
CCCCCCCCCCNC(=O)CBr,103,83,90,101,93,86,101,94,89
COc1ccc(N=Nc2sc(-n3[nH]c(=O)ccc3=O)nc2C)cc1,113,96,80,104,114,72,84,87,87
CC1(C)CC(=O)C2=C(C1)OC1=C(C(=O)CC(C)(C)C1)C2c1ccc(OCc2cn(-c3ccc(F)cc3)nn2)cc1,99,103,/,100,99,88,/,102,73
COC(=O)c1cnc2c(c1)Oc1ccc(Cl)cc1-c1cc(C)nn1-2,90,98,58,30,95,83,42,67,82
CC(=O)N1N=C(c2ccc(Nc3nc(Nc4ccc(Cl)cc4)nc(Nc4ccc(Cl)cc4)n3)cc2)CC1c1ccc(Cl)cc1 (stereo not drawn),44,89,100,130,108,79,121,89,97
O=C1C2C3C=CC(O3)C2C(=O)N1CCN1CCOCC1 (stereo not drawn),122,111,169,105,119,85,101,114,90

# Rewritten bar-delimited: 5 of the compounds above.
Compound | RXF 393 | 786-0 | CAKI-1 | NCI-H460 | TK-10 | UO-31 | ACHN | NCI-H322M | NCI-H522
CC(=O)O[C@H]1CO[C@@H]2C(Oc3ccnc(NC4CCN(S(=O)(=O)c5ccc(C)cc5)CC4)n3)CO[C@H]12 (stereo partly drawn) | / | 100 | 95 | 101 | 100 | 85 | 100 | 95 | 89
COc1ccc(/C=C2\COc3ccc(O)cc3C2=O)c(OC)c1OC | 111 | 88 | 68 | 85 | 109 | 71 | 80 | 96 | 56
CCC(c1cccc(O)c1)C(CC)c1cccc(O)c1 (stereo not drawn) | 80 | 75 | 66 | 59 | 80 | 64 | 75 | 60 | 56
CCCCCCCCCCNC(=O)CBr | 103 | 83 | 90 | 101 | 93 | 86 | 101 | 94 | 89
COc1ccc(N=Nc2sc(-n3[nH]c(=O)ccc3=O)nc2C)cc1 | 113 | 96 | 80 | 104 | 114 | 72 | 84 | 87 | 87

# Further compounds
SMILES,RXF 393,786-0,CAKI-1,NCI-H460,TK-10,UO-31,ACHN,NCI-H322M,NCI-H522
COc1ccc(/C=C(/C(=O)N2CCN(Cc3ccccc3)CC2)c2cc(OC)c(OC)c(OC)c2)cc1,99,98,/,107,102,92,105,103,80
COc1ccc(-c2cc(-c3cn(-c4ccccc4)nc3-c3ccc(OCc4ccccc4)cc3)on2)cc1,84,90,77,64,97,57,74,77,70
OCc1cnccc1NC12CC3CC(CC(C3)C1)C2,100,101,/,100,99,90,101,103,86
COc1ccc(-c2nn(CC(=O)N3CCOCC3)c3ncnc(N)c23)cc1,110,97,89,108,113,81,97,105,102
CO[C@H]1/C=C/O[C@@]2(C)Oc3c(C)c(O)c4c(O)c(c(/C=N/N5C(C)CN(Cc6ccccc6)CC5C)c(O)c4c3C2=O)NC(=O)/C(C)=C\C=C\[C@H](C)[C@H](O)[C@@H](C)[C@@H](O)[C@@H](C)[C@H](OC(C)=O)[C@@H]1C (stereo partly drawn),/,69,117,55,69,34,70,121,-12*
Nc1c(C(=O)Nc2ccc(Cl)cc2)cc(-c2nc3ccccc3s2)c(=O)n1NS(=O)(=O)c1ccc(Cl)cc1,104,101,86,106,147,86,103,94,91
CS(=O)(=O)c1ccc(N)cc1,98,106,108,114,113,96,111,104,93
CCCCCCCCCCCCCCCCC(=O)O,99,98,104,108,87,86,112,98,102
N/C(=N\S(=O)(=O)c1cccc2cccnc12)Nc1nc2ccccc2s1,85,93,70,87,120,59,74,86,75
Cc1ccc(S(=O)(=O)NC(=O)n2ccc3cc(Br)cnc32)cc1,120,101,102,123,107,91,104,95,91
Clc1ccc(C2=NN=C3C(Cc4ccccc4)=Nc4ccccc4N3C2)cc1,82,64,55,87,68,63,63,/,38
NNC(=O)c1ccc(Sc2ccc([N+](=O)[O-])cc2)cc1,91,95,89,102,109,70,96,89,74
CCOc1ccc(C(=O)NCC(C)C)cc1,108,98,101,103,98,94,107,101,98
CCOC(=O)C1=C(C)O/C(=C/c2ccccc2)C1=O,101,104,109,104,112,97,100,112,110
O=C(COc1ccc(/C=C2\Oc3ccc4ccccc4c3C2=O)cc1)c1ccc(Cl)cc1,/,106,99,110,114,5.2*,107,102,62
CSc1ccc(O)cc1C,97,107,92,109,104,69,100,100,90
N/C(=N\c1nc2ccccc2s1)NC(=O)Nc1ccccc1Cl,-14*,37,33,13,69,54,42,45,/
Cn1cc(-c2nc(N)nnc2-c2cncc(Br)c2)c2cc(Cl)ccc21,72,80,89,71,104,80,80,94,60

# Quoted from the listing.
# Cn1cc(-c2nc(N)nnc2-c2cncc(Br)c2)c2cc(Cl)ccc21 in RXF 393 reads 72
# Clc1ccc(C2=NN=C3C(Cc4ccccc4)=Nc4ccccc4N3C2)cc1 in UO-31 reads 63
# CCOc1ccc(C(=O)NCC(C)C)cc1 in RXF 393 reads 108
# OCc1cnccc1NC12CC3CC(CC(C3)C1)C2 in TK-10 reads 99
# COc1ccc(-c2nn(CC(=O)N3CCOCC3)c3ncnc(N)c23)cc1 in NCI-H522 reads 102
# CO[C@H]1/C=C/O[C@@]2(C)Oc3c(C)c(O)c4c(O)c(c(/C=N/N5C(C)CN(Cc6ccccc6)CC5C)c(O)c4c3C2=O)NC(=O)/C(C)=C\C=C\[C@H](C)[C@H](O)[C@@H](C)[C@@H](O)[C@@H](C)[C@H](OC(C)=O)[C@@H]1C (stereo partly drawn) in TK-10 reads 69

# Whole records, looked up by structure:
# Nc1c(C(=O)Nc2ccc(Cl)cc2)cc(-c2nc3ccccc3s2)c(=O)n1NS(=O)(=O)c1ccc(Cl)cc1 is listed with RXF 393 = 104; 786-0 = 101; CAKI-1 = 86; NCI-H460 = 106; TK-10 = 147; UO-31 = 86; ACHN = 103; NCI-H322M = 94; NCI-H522 = 91
# N/C(=N\S(=O)(=O)c1cccc2cccnc12)Nc1nc2ccccc2s1 is listed with RXF 393 = 85; 786-0 = 93; CAKI-1 = 70; NCI-H460 = 87; TK-10 = 120; UO-31 = 59; ACHN = 74; NCI-H322M = 86; NCI-H522 = 75
